Bioassay records (PubChem)
CSN inh: CSN deneddylation inhibition | Purified CSN, SCF-Nedd8-OG deneddylation, fluorescence polarization | inhibition, % at 12.5 µM | hit rate 0.38% among 360,000 | Q92905;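 active = pattern-corrected inhibition above about 35%, with an unprinted fluorescence ratio check between 0.5 and 1.5, limit read from the data, passing the limit was not always enough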;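 also: 0% = enzyme with substrate and 100% = substrate without enzyme; some results filed as inactive read as strong as hits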
Target sequence (Q92905 whole entry, looked up, one chain of several): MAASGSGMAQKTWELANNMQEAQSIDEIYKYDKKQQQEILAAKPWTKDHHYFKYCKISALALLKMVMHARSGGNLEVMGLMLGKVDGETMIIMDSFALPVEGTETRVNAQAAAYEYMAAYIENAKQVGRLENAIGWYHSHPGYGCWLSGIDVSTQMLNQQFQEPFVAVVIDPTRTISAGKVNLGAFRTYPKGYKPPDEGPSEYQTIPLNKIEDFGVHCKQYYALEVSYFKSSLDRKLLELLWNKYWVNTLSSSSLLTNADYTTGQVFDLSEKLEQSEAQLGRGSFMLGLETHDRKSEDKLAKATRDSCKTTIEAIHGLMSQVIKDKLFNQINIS
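Schedule: reaction 90 min, room temperature / Assay system: HEK293T-derived human Csn5 enzyme / Input: Csn5 at 0.24 nM final / Measure: inhibition of Csn5 cleavage, % / Control set: substrate-only high control, full reaction low control / Technique: fluorescence polarization of the substrate / Buffer or medium: Tris/NaCl/DTT buffer, pH 7.5 / Reagent: SCFSkp2-Nedd8OG substrate at 10 nM final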
STEP inh: blocks human striatal-enriched tyrosine phosphatase; P54829; AID 588621; inhibition, % at 20 µM; hit rate 0.25% among 360,000; recombinant STEP, OMFP fluorogenic substrate, fluorescence;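 active = inhibition at 20 µM, scaled per plate between control wells, above about 37%, limit read from the data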;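 also: 0% = DMSO with enzyme and substrate and 100% = substrate only without enzyme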
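Assay system: isolated STEP enzyme. Buffer or medium: pH 6.0 Bis-Tris with DTT and Tween 20. Also added: fluorogenic phosphatase substrate OMFP at 25 µM final. Dosing: 20 µM, 1% DMSO. Timing: 20 min reaction, room temperature, in the dark. Measured by: fluorescence intensity, excitation 480 nm, emission 540 nm. Evaluation: normalized % inhibition.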
Rpn11 inh: blocks the human proteasome subunit Rpn11. hit rate 0.59% among 360,000. O00487. calls only at 20 µM. AID 588493. human 26S proteasome, Ub4-pepOG fluorescence polarization; 20S core pre-blocked with epoxomicin;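 active = inhibition at 20 µM, scaled to each plate's controls, above about 33%, limit read from the data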
DNMT1 inh: inhibitors of human DNMT1. DNMT1 molecular beacon, Hinp1I cleavage, fluorescence. inhibition (reported as % activation of signal), % at 10 µM. hit rate 0.83% among 360,000. AID 588458; in the data active = inhibition above about 50%
SUMO1-SIM PPI: alters human SUMO1 binding to SIM partners. SUMO1 binding to a labelled peptide, TR-FRET, 1 h. inhibition, % at 20 µM. hit rate 0.33% among 360,000. AID 602429; in the data active = inhibition above about 37%
Target sequence (P63165 whole entry, looked up): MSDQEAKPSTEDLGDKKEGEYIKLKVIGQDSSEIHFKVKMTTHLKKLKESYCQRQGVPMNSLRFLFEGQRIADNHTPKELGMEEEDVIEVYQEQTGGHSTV
MsrA inhibitor: inhibitors of bovine MsrA; inhibition, % at 15.5 µM; purified bovine MsrA, absorbance read-out; hit rate 0.75% among 360,000; in the data active = inhibition above about 4.5%;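 also: 0% = vehicle wells with enzyme and 100% = reference inhibitor wells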
Scp1 inh: inhibitors of human Scp-1 phosphatase; Recombinant Scp1, phosphopeptide, malachite green phosphate absorbance; inhibition, % at 20 µM; hit rate 0.88% among 340,000; AID 493091;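 active = inhibition above about 50% at 20 µM, limit read from the data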;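 also: plate controls were DMSO wells with enzyme for no effect and wells lacking enzyme for full effect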
Target sequence (Q9GZU7 76-261 limits assumed): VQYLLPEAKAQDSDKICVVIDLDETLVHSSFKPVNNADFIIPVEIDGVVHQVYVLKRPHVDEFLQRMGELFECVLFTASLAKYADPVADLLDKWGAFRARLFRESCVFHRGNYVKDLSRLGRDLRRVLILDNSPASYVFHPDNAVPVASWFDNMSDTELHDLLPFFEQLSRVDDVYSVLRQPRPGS
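Test system – truncated SCP-1 phosphatase (76-261aa) · Reagent – Phosphorylated 17-residue peptide substrate · Incubation – 45 min room-temperature reaction, 5 min colour, 30 min stabiliser · Detection – colorimetric phosphate reagent with accelerator and stabiliser, absorbance at 630 nm · Measure – % inhibition at 20 µM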
TbMetRS inhib: Trypanosoma brucei MetRS inhibition; AID 624268; inhibition, % at 11.9 µM; hit rate 0.4% among 360,000; purified T. brucei MetRS, ATP depletion, Kinase-Glo luminescence;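 active = inhibition above a per-plate cutoff of the control wells' mean inhibition plus 3 SD, cut at about 5.5% in these data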;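 also: 0% = DMSO wells median and 100% = median of wells with control inhibitor compound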
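Test system – parasite MetRS enzyme · Reagent – substrates ATP, L-methionine and bulk Escherichia coli tRNA · Doses – 11.9 µM compound single dose, 0.9% DMSO · Times – 15 min enzyme-compound preincubation, 2 h reaction, 10 min detection, 25 °C · Signal – Kinase-Glo luminescence, ATP depletion format · Controls – DMSO-only wells as low control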
NadD block: inhibitors of Staphylococcus aureus NadD; inhibition, % at 20 µM; AID 602399; purified NadD enzyme, colorimetric absorbance read-out; hit rate 0.78% among 360,000; in the data active = inhibition above about 26%; also: some compounds past the cut are filed as inactive
LMPTP block: LMPTP (human) inhibition; P24666; recombinant LMPTP-A, OMFP fluorogenic substrate, fluorescence intensity; inhibition, % at 20 µM; hit rate 0.22% among 360,000; AID 651560;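 active = compounds that cut the enzyme signal by at least half of the control window in the single-dose screen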;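 also: plate controls were DMSO wells with enzyme plus substrate for no effect and substrate without enzyme for full effect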
Target sequence (P24666 whole entry, looked up): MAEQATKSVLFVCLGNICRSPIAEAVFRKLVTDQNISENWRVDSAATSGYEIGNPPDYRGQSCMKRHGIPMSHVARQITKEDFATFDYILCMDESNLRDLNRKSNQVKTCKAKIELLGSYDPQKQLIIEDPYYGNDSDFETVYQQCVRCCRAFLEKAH
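Assay system: LMPTP-A enzyme. Input: 0.625 nM LMPTP-A final. Probe or stimulus: 400 µM OMFP. Compound dosing: single 20 µM dose. Schedule: 50 min dark incubation at room temperature. Detection: fluorescence intensity of OMFP turnover product. Read-out: percent inhibition versus substrate-only and uninhibited controls. Benchmarks: no-enzyme low control, uninhibited high control.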
* = called active by the depositor; i = inactive; nt = not tested or not shown.

SMILES | CSN inh | STEP inh | Rpn11 inh | DNMT1 inh | SUMO1-SIM PPI | MsrA inhibitor | Scp1 inh | TbMetRS inhib | NadD block | LMPTP block
CCOC(=O)c1cc(NC(=O)C2C3CCC(O3)C2C(=O)O)cc(C(=O)OCC)c1 (configuration not stated) | 2.7 | 0.5 | i | 1.4 | -1.5 | 0.0 | -1.5 | -0.3 | -4.4 | -1.6
COc1cccc(C(=O)n2cnnc2N)c1OC | 0.3 | 0.1 | i | 0.9 | -0.9 | nt | -8.4 | 0.0 | -6.2 | -2.7
CCOC(=O)CNC(=O)CSc1nc(-c2ccc(C)cc2)ns1 | 2.8 | -2.0 | i | 4.9 | -1.4 | 0.1 | 4.0 | -1.4 | -5.3 | -1.8
O=C(CSc1n[nH]c(=O)n1-c1ccc2c(c1)OCCO2)Nc1ccccc1 | -0.1 | 0.9 | i | -3.8 | -1.7 | -0.7 | -3.6 | -0.1 | -5.1 | -1.0
Cc1ccc2c(CNCc3ccco3)cc(=O)oc2c1 | 5.4 | 2.1 | i | 2.8 | 0.7 | 0.1 | -6.5 | 0.7 | 4.7 | 0.2
CCN(Cc1ccc(OC)c(COC)c1)CC1CCCN(CCc2cccc(F)c2)C1 (configuration not stated) | 3.8 | 0.0 | i | 1.6 | -4.4 | -0.3 | -4.7 | -0.1 | -4.1 | 0.6
CCCn1c(SCC(=O)Nc2ccccc2N2CCOCC2)nc2c1c(=O)n(C)c(=O)n2C | -0.2 | 4.9 | i | 0.5 | 1.6 | -1.1 | -2.2 | 0.3 | -3.7 | -2.0
CCn1c(Cc2ccc(OC)cc2)nnc1SCc1nc2ccccc2c(=O)[nH]1 | -5.0 | 10.1 | i | 1.4 | 1.8 | -0.9 | -4.7 | 0.4 | 7.7 | -0.7
CCN(CC)Cc1c(O)ccc2c(=O)c(-c3ccccc3OC)coc12 | 3.7 | -0.5 | i | -2.7 | 0.3 | 3.4 | -12.3 | -1.5 | 0.1 | -1.6
CCSS(=O)(=O)c1cccc2cccnc12 | -6.0 | 2.9 | i | 8.6 | 0.7 | -0.6 | 42.2 | 0.3 | 12.4 | -1.0
CCN(CC)CCCNC(=O)c1ccc(S(=O)(=O)Nc2ccc(C)c(C)c2)cc1 | -1.8 | -1.2 | i | 0.6 | 3.3 | -1.2 | -2.7 | -0.3 | -6.0 | -0.1
COC(=O)Cc1c(C)nc2nc(-c3ccco3)[nH]n2c1=O | -1.6 | -0.5 | i | 3.6 | 3.1 | -0.4 | -5.6 | -1.0 | 4.5 | -1.7
CC1CCN(CCc2nc3cc(NC(=O)COc4ccc([N+](=O)[O-])cc4)ccc3n2C)CC1 | -2.6 | 1.9 | i | 0.9 | -20.3 | 1.3 | -1.4 | -0.1 | -4.9 | 4.4
CC1c2c([nH]c3ccccc23)CCC1C(=O)O (configuration not stated) | -4.7 | -1.0 | i | -3.4 | 2.2 | -0.2 | -9.7 | -0.1 | -3.0 | -1.4
COC(C[C@H](O)CC(=O)[C@H](C)OCc1ccccc1)OC | 1.2 | -3.5 | i | 4.3 | 1.0 | -0.9 | -2.3 | -0.1 | -4.1 | -3.1
Cn1nccc1C(=O)N1CCCC(C(=O)c2cccc3ccccc23)C1 (configuration not stated) | -0.7 | 2.9 | i | -2.1 | -6.3 | -0.1 | -0.8 | -0.6 | -0.6 | -1.5
COc1ccc(NC(=O)/C=C/c2cc(Br)ccc2OC)cc1 | -5.0 | 5.5 | i | -12.2 | -11.8 | 0.5 | -6.2 | -0.6 | -11.0 | 0.9
O=C(NCC1CCCO1)c1cc(C(=O)c2ccc(Cl)cc2Cl)c[nH]1 (configuration not stated) | 1.1 | -0.8 | i | -3.3 | -0.1 | 1.2 | -8.3 | 0.7 | 2.3 | 1.1
Cn1c(Cn2c(=O)sc3ccccc32)nnc1SCC(=O)Nc1cccc(F)c1 | -3.4 | 0.6 | i | 1.6 | 2.5 | -0.1 | -1.2 | 0.0 | -2.6 | -0.3
CCOC(=O)NC(=O)CN1C(=O)NC(C)(c2ccccc2)C1=O (configuration not stated) | -0.5 | 1.1 | i | 0.7 | 1.9 | -0.1 | -2.7 | -0.3 | 0.0 | -1.5
Cc1cc(=O)n2[nH]cc(C(=O)O)c2n1 | 2.9 | -4.0 | i | 0.1 | -0.7 | -0.4 | -0.1 | -0.8 | -3.9 | -0.4
O=C(O)c1ccc(NS(=O)(=O)c2ccc(NC(=O)c3ccccc3Cl)cc2)cc1 | -0.8 | -2.2 | i | 2.7 | -1.8 | 0.3 | -14.6 | 1.9 | -4.6 | -1.0
O=C(CCC(=O)Nc1ccccc1Cl)N/N=C/c1ccccc1 | -15.1 | -4.0 | i | 3.4 | -3.0 | -0.6 | -4.6 | 0.1 | -5.4 | 0.0
CCNC(=O)C1(C)CCCN(C(=O)c2cccnc2Oc2ccccc2)C1 (configuration not stated) | 3.0 | -3.9 | i | 2.7 | -2.6 | -1.1 | nt | -0.4 | -0.5 | -1.0
CC1(C)C2CC=C(/C=N/NC(=O)c3ccc(O)cc3)C1C2 (configuration not stated) | -0.6 | 4.9 | i | -1.1 | -3.9 | 2.0 | -12.8 | -0.2 | -1.9 | -0.6
Next part
SMILES | CSN inh | STEP inh | Rpn11 inh | DNMT1 inh | SUMO1-SIM PPI | MsrA inhibitor | Scp1 inh | TbMetRS inhib | NadD block | LMPTP block
COc1ccc(NC(=O)CN(C)C(=O)CNC(=O)C2CCCCC2)cc1 | 0.3 | -1.7 | i | -0.5 | 1.8 | -0.4 | -2.4 | -0.3 | -5.6 | -1.0
COc1ccc(-c2cc(C(F)F)n3ncc(C(=O)N4CCN(C)CC4)c3n2)cc1 | 1.3 | 2.1 | i | -2.7 | -15.2 | 1.0 | -9.1 | 0.1 | -7.6 | 0.5
COc1ccc(C(=O)CSc2nc3[nH]ncc3c(=O)[nH]2)cc1 | -1.9 | 1.4 | i | -1.7 | 4.4 | -1.6 | -3.1 | -0.3 | -2.3 | -1.1
O=C(Nc1ccc(F)cc1F)N1CCN(C/C=C/c2ccccc2)CC1 | -0.7 | 0.5 | i | -4.9 | -0.4 | 0.0 | 1.2 | -0.5 | -0.4 | -1.4
COC(=O)c1sc2nc(CN3CCN(c4ccc(OC)cc4)CC3)[nH]c(=O)c2c1C | 0.8 | -3.1 | i | 3.4 | -0.3 | 0.7 | -10.1 | 1.0 | -0.4 | 1.9
COc1cc2nc(NC(=O)c3ccco3)sc(=O)c2cc1OC | 24.4 | 39.2 | i | 10.5 | 4.7 | 0.3 | 50.6* | -0.2 | -4.2 | 12.4
Cc1ccnc(NC(=O)c2ccc([N+](=O)[O-])o2)c1 | 0.2 | 6.6 | i | 8.1 | -8.2 | 1.6 | 14.7 | -1.9 | 0.9 | -0.6
COc1ccc(CNC(=S)Nc2cc(OC)ccc2OC)cc1 | -12.2 | 1.3 | i | -2.6 | 0.0 | 0.0 | -3.1 | 0.4 | -3.2 | -0.6
CCC(=O)Nc1c2c(nn1-c1ccc(OC)cc1)CS(=O)C2 (configuration not stated) | 3.1 | 0.7 | i | 0.7 | -2.9 | 0.5 | 0.3 | 0.5 | 2.4 | -1.1
CCC(C)(C)NC(=O)CN(C(=O)C(=O)Nc1ccc2c(c1)OCCO2)C1CC1 | 1.8 | -0.8 | i | 1.2 | 4.1 | -0.3 | -4.8 | -1.2 | -8.8 | -0.2
Cc1ccc(NC(=S)NC(=O)c2ccc(-c3ccccc3)cc2)cc1 | -4.5 | 2.8 | i | -0.5 | -0.9 | 1.5 | -14.5 | -0.5 | -2.7 | -1.2
CC(C)c1ccc(OCCCN2CCCC2)cc1 | 4.3 | 1.3 | i | -0.8 | -11.3 | -1.7 | -12.8 | -0.7 | -2.7 | -9.3
Cc1coc(NC(=O)CSc2nc(-c3ccncc3)cc(C(F)(F)F)c2C#N)n1 | 6.0 | -3.4 | i | 8.9 | -10.5 | -0.1 | -4.8 | -0.4 | -7.2 | 0.6
COc1cc(NC(=O)C23CC4CC(C2)CC(n2nnc(C)n2)(C4)C3)c(OC)cc1Cl | 2.3 | -0.1 | i | -3.5 | 2.3 | -0.6 | -7.2 | -0.3 | -0.9 | -1.2
O=C(Nc1cccc2c1C(=O)NC2=O)c1ccccc1[N+](=O)[O-] | -3.3 | -6.0 | i | 3.6 | -13.6 | 0.3 | -18.8 | -1.5 | -10.2 | -2.3
CC(=O)OC1=Cc2c(ccc3ccc(=O)oc23)OC1(C)C | -2.0 | -2.3 | i | 1.9 | -3.9 | 3.3 | -7.1 | -0.8 | -2.3 | -1.3
O=C1Nc2ccccc2C1(O)C/C(=N/O)c1ccccc1 (configuration not stated) | -0.7 | -1.4 | i | 1.5 | -2.3 | 3.3 | -9.0 | 0.8 | 2.1 | 0.2
COc1ccc(NC(=O)C(c2ccncc2)n2c(=O)c(-c3ccccc3)nc3ccccc32)cc1 (configuration not stated) | 7.1 | nt | nt | nt | -21.8 | 3.0 | nt | -0.9 | nt | 0.9
COC(Cn1c(C)c(C(C)=O)c(C(C)=O)c1C)OC | 4.9 | -6.6 | i | 1.5 | 2.5 | 0.4 | 4.1 | -1.1 | -6.5 | -1.4
COCCNC(=O)c1ccc(-n2c(SCc3ccncc3)nc3ccccc3c2=O)cc1 | -0.3 | -2.7 | i | 0.9 | 0.1 | 0.3 | -2.5 | -0.5 | -5.2 | -2.6
O=c1cc(-c2ccco2)nc(SCc2cccc(Cl)c2)[nH]1 | 8.0 | -1.4 | i | 11.5 | 0.4 | 0.4 | -6.5 | 0.0 | 12.9 | 1.2
CN(C(=O)c1cccc(C#N)c1)c1nnc(-c2ccncc2)s1 | 3.0 | -1.6 | i | 1.8 | -3.7 | 0.2 | 15.5 | -0.1 | -4.8 | -1.1
CCC(C)NC(=O)COCc1cc(-c2ccc3c(c2)OCO3)on1 (configuration not stated) | 5.6 | 0.2 | i | 1.2 | -2.9 | -0.7 | -9.1 | -0.3 | -6.0 | -0.5

Quoted at random: 2 entries already listed, in no set order.
SMILES | CSN inh | STEP inh | Rpn11 inh | DNMT1 inh | SUMO1-SIM PPI | MsrA inhibitor | Scp1 inh | TbMetRS inhib | NadD block | LMPTP block
COc1cccc(C(=O)n2cnnc2N)c1OC | 0.3 | 0.1 | i | 0.9 | -0.9 | nt | -8.4 | 0.0 | -6.2 | -2.7
CCNC(=O)C1(C)CCCN(C(=O)c2cccnc2Oc2ccccc2)C1 (configuration not stated) | 3.0 | -3.9 | i | 2.7 | -2.6 | -1.1 | nt | -0.4 | -0.5 | -1.0
